HTR5A ag ctr – counter-screen for OPRM1-OPRD1 agonists: human HTR5A agonism; P47898; activation, % at 9.3 µM; hit rate 0.61% among 340,000; HTR5A agonist assay, luminescence, cell-based; in the data active = activation mostly above about 9.5%, no sharp cut-off; inactive = mostly below about 7.6%;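 note: 0% = cells with vehicle only and 100% = reference agonist; strong numbers were not always called active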
Target sequence (P47898 whole entry, looked up): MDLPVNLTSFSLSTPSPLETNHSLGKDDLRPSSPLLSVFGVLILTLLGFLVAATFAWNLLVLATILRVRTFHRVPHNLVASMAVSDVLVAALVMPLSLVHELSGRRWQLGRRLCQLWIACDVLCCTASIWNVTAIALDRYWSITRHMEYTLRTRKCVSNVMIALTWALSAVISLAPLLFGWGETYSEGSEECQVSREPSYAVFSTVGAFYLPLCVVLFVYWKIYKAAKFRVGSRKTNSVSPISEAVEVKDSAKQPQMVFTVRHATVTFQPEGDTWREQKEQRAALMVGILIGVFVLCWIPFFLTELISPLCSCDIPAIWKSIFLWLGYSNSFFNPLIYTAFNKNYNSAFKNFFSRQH
HTR5A inv ctr – HTR5A inverse agonism, opioid heterodimer counter-screen. HTR5A cell line, luminescence. inhibition, % at 9.3 µM. hit rate 0.083% among 340,000; in the data active = inhibition mostly above about 23%, no sharp cut-off; inactive = mostly below about 18%;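 note: 0% = cells with DMSO and 100% = no-cell wells with DMSO; some compounds called inactive have numbers as strong as hits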
PKA-R1A act – activates the PKA-R1A holoenzyme complex | AID 504707 | P00514+P68181 | hit rate 0.083% among 340,000 | PKA-R1A dissociation, Cy5-IP20 fluorescence polarization; scaled: DMSO 0%, 113 µM cGMP 100% | activation, % at 11.4 µM;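 active = percent activation above the mean of all tested compounds plus 3 SD, cut at about 19% in these data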;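 note: higher means more PKAc released from R1A so a rise in polarization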
Mot1-301 SUMO – SUMOylation pathway inhibition by Mot1-301 growth rescue; S. cerevisiae Mot1-301 growth rescue, ATP luminescence, 38.5C; percent above DMSO median, 100 means doubled; growth rescue, % at 18.8 µM; hit rate 1% among 320,000;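 active = every valid replicate shows activation above 250% relative to neutral control wells; inactive = the rest, any valid replicate at or below 250%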;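 note: OY570 slx delta 5 strain wells were the positive control but not used for scaling; some compounds called inactive have numbers as strong as hits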
MOR-DOR inv ag – inverse agonist of human OPRM1-OPRD1 heterodimerization | P35372+P41143 | cell-based MOR-DOR heterodimer luminescence, inverse agonism | inhibition, % at 9.3 µM | hit rate 0.21% among 340,000 | AID 504357; in the data active = inhibition above about 22%, passing the limit was not always enough;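 note: 0% = cells with DMSO and 100% = wells without cells with DMSO; values of inactives mirror those of a sister screen read the other way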
phage Ecoli inh – E. coli growth loss with phage present; growth absorbance; inhibition, % at 11.9 µM; hit rate 0.26% among 360,000; AID 651602; in the data active = inhibition above about 11%
Ecoli viability – counter-screen for AddAB inhibitors: E. coli growth inhibition; inhibition, % at 11.9 µM; hit rate 0.27% among 330,000; E. coli V3065 growth, OD600 absorbance, 18 h; AID 449728;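 active = inhibition above the campaign's mean inhibition across all tested compounds plus 3 SD, cut at about 9.9% in these data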;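 note: uninfected addAB+ strain grown without phage in ampicillin broth; 0% = DMSO wells and 100% = ciprofloxacin 0.95 µg/ml wells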
AddAB inh – less growth of phage-infected E. coli with AddAB; E. coli expressing H. pylori AddAB, absorbance growth; inhibition, % at 11.9 µM; hit rate 0.29% among 330,000; in the data active = inhibition above about 12%;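 note: 0% = vehicle wells of infected cells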
OPRM1-OPRD1 ag – OPRM1-OPRD1 heterodimerization agonism; hit rate 0.3% among 340,000; cells, luminescence; activation, % at 9.3 µM; P35372+P41143; AID 504326; in the data active = activation above about 18%;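 note: 0% = vehicle-treated cells and 100% = reference agonist; values of inactives mirror those of a sister screen read the other way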
PfHsp90 set2 – growth inhibition of yeast expressing Plasmodium Hsp90. hit rate 0.32% among 310,000. S. cerevisiae expressing PfHsp90, BacTiter-Glo ATP, 48 h; yeast lacking PDR1 and PDR3 efflux regulators. inhibition, % at 9.4 µM. AID 504621;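 active = every replicate shows inhibition above about 80%, whatever the replicate mean, limit read from the data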;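 note: 0% = DMSO neutral controls and 100% = 20 µM radicicol positive controls; yeast relying on Plasmodium falciparum Hsp90 in place of its own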
DSG3 Ab inh – blocks pemphigus antibody binding to human desmoglein-3 | P32926 | DSG3-coupled beads, scFv-anti-DSG3-GFP binding, flow cytometry; hits give low values | binding (percent of control), % at 10 µM | hit rate 0.48% among 310,000;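 active = binding more than 3 SD below its plate's average and above zero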;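 note: hits lower antibody fragment binding to DSG3; some compounds called inactive have numbers as strong as hits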
* hit, by the source's call; nt = no result given; & = joins results of further samples.

SMILES | HTR5A ag ctr | HTR5A inv ctr | PKA-R1A act | Mot1-301 SUMO | MOR-DOR inv ag | phage Ecoli inh | Ecoli viability | AddAB inh | OPRM1-OPRD1 ag | PfHsp90 set2 | DSG3 Ab inh
COC(=O)c1sc(N2C(=O)C(O)=C(C(=O)c3ccc(C)o3)C2c2ccc(OC)c(OC)c2)nc1C (stereo unspecified) | -2 | 18 | 8 | -15 | 14 | 0.9 | nt | nt | -2.6 | 3 | 105
O=S(=O)(Cc1ccc(Cl)cc1)NCc1ccc2c(c1)OCO2 | 0 | 13 | -7 | -11 | 3 | 3.5 | -2.5 | -0.6 | -0.6 | -22 | 111
Cc1ccc2[nH]c3c(=S)nc[nH]c3c2c1 | -2 | 5 | 4 | 18 | -7 | 4.3 | 2.5 | 4.3 | 1.4 | 16 | 96
CC(C)c1ccc(NC(=S)NNC(=O)c2cccnc2)cc1 | -3 | -22 | -5 | 61 | 18 | 3.4 | 0.5 | -1.4 | -3.3 | 1 | 92
CCOC(=O)C(C)Sc1cnccn1 (stereo unspecified) | -5 | 13 | -1 | 3 | 13 | 3.9 | -1.6 | -2.2 | -2.5 | 0 | 102
CNc1cc([N+](=O)[O-])ccc1N/C=C/C(=O)c1cccs1 | -2 | 2 | -6 | 463 | 8 | 1.7 | -2.1 | 0.6 | -1.8 | -24 | 108
COc1ccc(N2CC(C(=O)NC3CCCCC3)CC2=O)cc1 (stereo unspecified) | 0 | 7 | 0 | 6 | -9 | 1.3 | -2.1 | 4.0 | 1.1 | -41 | 136
CCCCNC(=O)CCCCCNS(=O)(=O)c1ccc(OC)cc1 | -2 | 1 | -2 | -6 | 5 | 2.8 | -1.7 | -0.1 | -0.9 | nt | 104
O=C(c1ccccc1O)N1N=C(C(F)(F)F)CC1(O)c1ccc([N+](=O)[O-])cc1 (stereo unspecified) | -2 | 8 | -3 | 1 | -36 | 0.6 | 0.6 | 4.1 | 7.2 | -23 | 116
COc1ccc(C(c2c(C)n(C)n(-c3ccccc3)c2=O)c2c(C)n(C)n(-c3ccccc3)c2=O)c(OC)c1OC | 8 | -23 | -5 | 0 | 15 | -0.8 | 1.2 | 4.1 | -2.9 | -4 | 113
O=C(CCn1c(=S)[nH]c2ccccc2c1=O)NCCCN1CCCC1=O | -1 | 0 | -7 | 6 | -1 | 1.9 | 0.5 | 1.8 | 0.3 | -33 | 102
CC(=O)c1ccc(NC2OC(CO)C(O)C(O)C2O)cc1 (stereo unspecified) | -2 | 0 | -2 | 16 | 11 | 1.9 | -0.2 | -0.5 | -2.1 | 23 | 99
COc1cccc(CNc2nn[nH]n2)c1OC | -3 | 7 | 3 | 3 | 5 | 0.3 | 0.7 | 1.4 | -1.1 | 8 | nt
CCC1(CC)NC(=O)N(CC(=O)Nc2ccc(-n3cnnn3)cc2)C1=O | 5 | -8 | -13 | 7 | 21 | 1.1 | -0.3 | 3.0 | -5.7 | -8 | nt
COc1cc(NC(=O)CCc2ccccc2)nc(OC)n1 | -5 | 16 | -4 | -9 | 7 | 3.7 | 0.6 | 2.5 | -1.3 | nt | 102
CCCc1nnc(NC(=O)CCC(=O)NCc2ccc(Cl)cc2Cl)s1 | -1 | 3 | 6 | 404 | 13 | -1.1 | -2.7 | 0.7 | -2.5 | -2 | 103
Cc1cc(C)c(OCCOCCN(C)C)c(Br)c1 | -2 | 8 | -2 | 13 | 9 | 1.3 | 0.6 | 2.9 | -1.7 | 10 | 101
Cc1ccc(N2CCN(c3ccc([N+](=O)[O-])cn3)CC2)c(C)c1 | 1 | -4 | -3 | 17 | 22 | 2.5 | -1.0 | 0.2 | -4.9 | -7 | 99
CCOC(=O)[C@@H](C)NS(=O)(=O)N(Cc1ccccc1)[C@H](C(=O)OC)C(C)C | 5 | -14 | -9 | -12 | 9 | 1.4 | -1.1 | -0.3 | -1.7 | 7 | 103
CNCc1cc(Br)c(OCC(=O)Nc2ccccc2OC)c(OC)c1 | 4 | -11 | 4 | 18 | 2 | 7.3 | 0.2 | 0.6 | -0.4 | -12 | 93
CCC(=O)Nc1ccc(C(=O)Nc2c[nH]c(=O)[nH]c2=O)cc1 | 3 | -7 | -6 | -20 | 3 | 2.6 | -0.8 | 5.0 | -0.7 | -2 | 96
O=C(CCNC(=O)c1ccco1)Nc1ccccc1N1CCOCC1 | -1 | 2 | 6 | 24 | 11 | 2.6 | 0.5 | -1.4 | -2.1 | 1 | 94
O=C(O)c1cc(Cl)nc2ccccc12 | 3 | -9 | -14 | -2 | 4 | 2.0 | 1.3 | 1.4 | -0.8 | -33 | 95
CCCCCC(=O)N1CCN(CCN=CC2=C(O)CC(c3cccs3)CC2=O)CC1 (stereo unspecified) | 2&-3 | -9&-20 | 3&-12 | -23 | -1&14 | 1.9&3.9 | 3.3 | -0.4 | 0.3&-2.6 | -22&-15 | 98&101
CN1CCN(c2nc3c(c(=O)[nH]c(=O)n3C)n2Cc2cccc3ccccc23)CC1 | 0 | 0 | 1 | -3 | 19 | 0.3 | -1.5 | 0.5 | -3.6 | -11 | 77
Cc1ccc(C2CC(=O)NC(SCc3ccccc3)=C2C#N)o1 (stereo unspecified) | -3 | -9 | -12 | 4 | 3 | nt | 0.2 | 2.0 | -0.6 | 11 | 101
COc1ccc(S(=O)(=O)N2CCC(C(=O)N3CCC(C(N)=O)CC3)CC2)cc1Cl | 1 | -1 | 0 | -12 | 8 | 3.4 | 0.6 | -1.0 | -1.6 | -4 | 100
CC(=O)Nc1ccc(N2Cc3ccccc3C2)cc1 | 3 | -10 | 7 | -5 | -8 | -0.2 | 0.9 | 1.0 | 1.8 | 12 | 95
COc1ccc(CC(=O)OCC(=O)Nc2cccc(C(C)=O)c2)cc1OC | 11 | -31 | -5 | nt | 6 | 2.2 | nt | nt | -1.0 | nt | 103
CCN(CC)S(=O)(=O)c1ccc(NC(=O)c2c(-c3ccccc3)noc2C)cc1 | 0 | 1 | 0 | 1 | 2 | 3.5 | -2.0 | 2.3 | -0.5 | -16 | 108
COc1ccc(CCNC(=O)C2CC=CCC2C(=O)O)cc1 (stereo unspecified) | 6 | -22 | 1 | -11 | 1 | 1.1 | 0.7 | -1.8 | -0.2 | nt | nt
CCCOc1ccc(Cn2c(C)nc([N+](=O)[O-])c2SCC(O)COC)cc1[N+](=O)[O-] (stereo unspecified) | -5 | -7 | -11 | 3 | 15 | 1.4 | 0.6 | 0.7 | -2.5 | 1 | 88
CCOc1ccc(-c2c(C(=O)N/N=C/c3sccc3C)nnn2-c2nonc2N)cc1 | 4 | -2 | -1 | 14 | 13 | 0.0 | 0.9 | -0.8 | -2.4 | 7 | 101
COc1ccc(N2CCN(S(=O)(=O)c3c[nH]c(=O)[nH]c3=O)CC2)cc1 | -12 | 30 | 7 | -3 | 5 | 1.5 | 1.8 | 0.7 | -0.8 | 10 | 102
O=C(COC(=O)c1ccc(F)cc1)Nc1ccc(Cl)cn1 | -1 | 3 | -7 | -11 | 5 | 2.5 | 0.0 | -1.8 | -1.0 | -26 | 94
COC(C(=O)NNC(=O)CCc1ccccc1)c1ccccc1 (stereo unspecified) | 4 | 11 | 0 | -11 | -8 | 1.7 | 1.7 | 2.5 | 1.4 | -17 | 105
COc1ccc2nc(CCN(C)C(=O)C3CCC(=O)N(Cc4cccc(F)c4)C3)[nH]c2c1 (stereo unspecified) | 7 | -15 | 0 | 8 | -1 | -0.4 | -1.9 | 1.7 | 0.2 | 1 | 97
Cc1ccc(SCC(=O)OCC(=O)NC(C)c2ccc(Br)cc2)cc1 (stereo unspecified) | 4 | -10 | -8 | -20 | -12 | -0.1 | -0.4 | -1.1 | 3.1 | -37 | 116
Cc1nc(SCC(=O)NC2CCCC2)c2c(C)c(C)sc2n1 | 11 | -30 | 4 | -6 | 11 | -0.2 | -1.5 | 0.8 | -2.0 | -11 | 104
Cc1ccc(N(C)C(=O)c2cc(S(=O)(=O)N3CCc4ccccc43)cn2C)cc1 | 2 | -6 | -5 | -23 | 6 | 0.5 | -2.3 | 0.3 | -1.0 | 13 | 104

In the list so far, these contain a COOH group:
SMILES | HTR5A ag ctr | HTR5A inv ctr | PKA-R1A act | Mot1-301 SUMO | MOR-DOR inv ag | phage Ecoli inh | Ecoli viability | AddAB inh | OPRM1-OPRD1 ag | PfHsp90 set2 | DSG3 Ab inh
O=C(O)c1cc(Cl)nc2ccccc12 | 3 | -9 | -14 | -2 | 4 | 2.0 | 1.3 | 1.4 | -0.8 | -33 | 95
COc1ccc(CCNC(=O)C2CC=CCC2C(=O)O)cc1 (stereo unspecified) | 6 | -22 | 1 | -11 | 1 | 1.1 | 0.7 | -1.8 | -0.2 | nt | nt

(next part)
SMILES | HTR5A ag ctr | HTR5A inv ctr | PKA-R1A act | Mot1-301 SUMO | MOR-DOR inv ag | phage Ecoli inh | Ecoli viability | AddAB inh | OPRM1-OPRD1 ag | PfHsp90 set2 | DSG3 Ab inh
COc1ccc(C)cc1NC(=O)Nc1ccccc1SC | -4 | -9 | -17 | 5 | 9 | 3.5 | 0.3 | -0.2 | -1.7 | 11 | 103
O=C(O)[C@H]1CCCC[C@H]1C(=O)Nc1ccc(S(=O)(=O)N2CCCCC2)cc1 | 4 | -11 | 1 | 8 | 15 | 1.3 | 0.9 | 4.1 | -2.9 | 15 | 124
CN(C(=O)c1cccc(NC(=O)Cc2ccc(NC(=O)C3CCCN(C(=O)C4CCCC4)C3)cc2)c1)C1CCCCC1 (stereo unspecified) | 0 | 0 | -14 | nt | -10 | 0.2 | nt | nt | 2.1 | 11 | 91
Nc1c(C(=O)NCCc2ccccc2)nnn1Cc1ccc(Cl)cc1 | 3 | -12 | 2 | 195 | -13 | 0.5 | -2.2 | 1.0 | 2.3 | -8 | 100
Cc1ccccc1NC(=O)/C(C#N)=C/c1ccsc1 | -1 | -50 | 1 | -9 | 4 | 0.6 | -1.3 | -1.2 | -0.8 | nt | 108
Cc1ccccc1S(=O)(=O)Cc1ccc(C(=O)NCCCN(C)Cc2ccccc2)o1 | 3 | 7 | 1 | -1 | -4 | 1.3 | -1.1 | -1.3 | 0.8 | 24 | nt
CCCCn1c(N)c(N(CCC(C)C)C(=O)COC(=O)c2cccnc2Cl)c(=O)[nH]c1=O | -2 | 6 | 1 | -3 | -6 | 2.2 | 0.5 | 0.1 | 1.5 | 13 | 96
Nc1cc2c(cc1Br)-c1ccc(F)cc1C2O (stereo unspecified) | -3 | 13 | 9 | nt | -9 | 4.0 | nt | nt | 1.7 | -13 | 95
O=C(NCCCN1CCN(CCCNC(=O)c2ccccc2F)CC1)c1ccccc1F | 4 | -23 | -7 | -6 | -5 | 2.6 | 1.8 | 0.6 | 1.0 | nt | 100
COc1ccc(NC2CCCN(C(=O)CCN3CCCC3=O)C2)cc1OC (stereo unspecified) | 7 | -8 | 13 | -18 | 2 | 2.0 | -0.7 | 0.6 | -0.4 | -20 | nt
COc1ccc(-c2nnn(CC(=O)N(CC(=O)NC3CCCC3)c3cccc(C)c3)n2)cc1OC | 4 | 18 | -1 | 12 | 7 | 3.5 | -2.9 | -1.9 | -1.4 | nt | 99

Screening results from PubChem BioAssay.
